# NCI-60 one-dose screen, 48 h, at 10 µM unless noted. Numbers give growth in % (100 = growth as untreated, 0 = no growth, -100 = all killed).
# OVCAR-5: OVCAR-5 ovarian cancer | AID 1794783 | 82,000 compounds, 2.9% hits
# IGROV1: IGROV1 ovarian cancer; 79,000 compounds, 4.7% hits; AID 1794786
# RXF 393: RXF 393 renal cancer cells | 77,000 compounds, 6.9% hits
# OVCAR-8: OVCAR-8 ovarian cancer; 81,000 compounds, 4.4% hits
# OVCAR-3: OVCAR-3 ovarian cancer; 79,000 compounds, 7% hits; AID 1794787
# ACHN: ACHN renal cancer; 81,000 compounds, 4.9% hits; AID 1794771
# OVCAR-4: OVCAR-4 ovarian cancer cells; 80,000 compounds, 3.7% hits
# SK-OV-3: SK-OV-3 ovarian cancer cells | 80,000 compounds, 3.2% hits
# A498: A498 renal cancer cells; 76,000 compounds, 5.4% hits
# The depositor's hits bear a star; nt = no result given; & = joins results of further samples. How the source made its calls: active means growth percent below 10; inactive means the rest.
SMILES,OVCAR-5,IGROV1,RXF 393,OVCAR-8,OVCAR-3,ACHN,OVCAR-4,SK-OV-3,A498
Cc1nn(-c2ccccc2)c(Oc2ccc(Cl)cc2)c1/C=N\N=c1/sc2ccccc2n1C,106.0,84.7,94.2,89.1,101.4,93.9,105.8,74.2,92.2
CCOC(=O)CCCn1c(-c2c(O)c(O)cc3c(O)c(-c4c(C)cc5c(-c6nc7ccccc7n6CCCC(=O)OCC)c(O)c(O)cc5c4O)c(C)cc23)nc2ccccc21,99.0,113.5,117.7,95.1,107.6,103.5,108.8,97.0,98.4
N#C/C(=C\c1cccc(F)c1)C(=O)c1ccccc1,114.1,110.6,109.2,103.6,109.6,118.2,116.9,121.4,102.5
O=C1C=CC2(NN=C(c3ccccc3)N2c2cccc(Cl)c2)C(Cl)=C1 (centres undefined),92.3,87.1,92.4,76.0,84.9,63.7,70.5,70.7,83.4
CCCCCCCCCCCCNCCCc1ccccc1,81.2,75.4,nt,79.3,83.0,78.1,46.5,103.3,76.5
O=C1Nc2ccc(Cl)cc2C12Oc1ccccc1C1CC(c3ccc(F)cc3)=NN12 (centres undefined),107.2,64.6,111.3,95.9,93.6,90.0,80.4,91.6,89.0
Oc1cc(O)c2c(=S)cc(-c3ccc(Cl)cc3)oc2c1,60.3,26.1,64.6,35.0,17.6,23.6,6.5*,61.8,59.1
CC(C)CC(CC(C)C)NCC(C)OC(=O)c1ccc([N+](=O)[O-])cc1 (centres undefined),105.2,104.4,97.5,102.8,102.8,106.8,111.1,104.0,114.1
CCN(CC)CCCCCNc1cc(OC)cc2c(C)ccnc12,84.3,84.3,90.0,96.6,94.3,102.1,42.9,96.0,62.9
COc1ccc(-c2nnc3c(/C=C/c4ccccc4O)nc4ccccc4n23)cc1,91.8,66.8,81.1,66.2,74.0,75.0,70.3,89.9,85.2
COc1ccc(C(=NNS(=O)(=O)c2ccc(C)cc2)c2ccccc2)cc1OC,103.2,90.8,104.7,97.5,nt,98.0,102.0,107.4,98.3
CCOc1ccccc1/C=N\Nc1ccc([N+](=O)[O-])cn1,116.6,112.4,113.9,101.1,146.9,107.5,102.7,118.4,104.6
CC(C)C(=O)Nc1nc2c(s1)CCCc1ccn(S(=O)(=O)c3ccccc3)c1-2,99.2,107.2,118.9,100.8,107.2,nt,104.2,87.4,110.5
C[C@]12CCc3nc(Nc4ccccc4)sc3C1=CC[C@@H]1[C@@H]2CC[C@]2(C)/C(=N/NC(N)=S)CC[C@@H]12,91.5,69.1,-8.6*,56.9,-21.2*,31.6,35.9,nt,48.0
OCCN1CCN(CC2NCCCC2O)CC1 (centres undefined),113.4,98.3,162.2,100.1,114.2,110.2,106.3,107.9,114.9
Cn1cc(-c2csc(-c3c[nH]c4ccc(F)cc34)n2)c2ccnc(Cl)c21,126.7,70.5,67.8,80.5,73.4,51.0,47.2,74.3,42.5
C#CCOC1CCCCC1O (centres undefined),90.2,97.6,94.2,96.2,106.5,95.7,91.8,105.4,72.4
C[C@H](NC(=O)[C@@H](C)N)[C@H](Oc1ccc2c(cnn2-c2ccc(F)cc2)c1)c1ccc2c(c1)OCCO2,64.7,40.9,62.0,57.8,55.8,59.0,60.7,49.2,91.2
O=C1OC(c2ccc(-c3ccccc3)cc2)=C/C1=C/c1c2ccccc2cc2ccccc12,83.7,101.5,nt,97.6,97.9,97.6,95.7,96.0,83.7
COc1cc(C(=O)n2nc(N)c3c(C)cc(C)nc32)cc(OC)c1OC,117.9,86.0,83.2,84.4,69.3,91.9,92.8,92.3,60.2
CCCCC/C=C/C/C=C/CCCCCCCCNC(=O)Nc1ccc(C)cc1,101.4,122.2,109.1,110.6,121.7,110.9,105.3,nt,96.8
Cc1ccc(-c2csc3nc(N4NC(=O)CC4=O)cn23)cc1,107.9,105.3,100.8,99.3,113.2,90.5,99.1,101.2,98.0
C[N+](C)(C)c1ccc(/C=C2\c3ccccc3-c3ccc(N=Cc4ccc([N+](=O)[O-])cc4)cc32)cc1,98.5,79.6,102.6,98.9,94.8,95.6,99.6,102.0,94.2
CCC(=O)N1C/C(=C/c2ccc(Cl)cc2)C(=O)/C(=C/c2ccc(Cl)cc2)C1,2.4*,-66.1*,-94.0*,1.6*,-47.2*,-50.7*,8.1*,-34.8*,-26.7*
CCOC(=O)C(Cc1c[nH]c2ccc([N+](=O)[O-])cc12)(NC(C)=O)C(=O)OCC,117.2,106.0,112.3,104.6,109.7,111.1,104.3,102.0,nt

# Following part
SMILES,OVCAR-5,IGROV1,RXF 393,OVCAR-8,OVCAR-3,ACHN,OVCAR-4,SK-OV-3,A498
COc1ccc(NS(=O)(=O)c2ccc(-c3cnc(C4CC4)o3)cc2)cc1Cl,48.8,41.4,0.1*,40.4,15.5,46.1,52.5,60.0,13.1
CCCOc1nc(SCCC)nc2c1cnn2-c1ccccc1,89.2,nt,nt,99.2,94.8,110.7,99.6,106.5,133.7
NC(N)=N/N=C/c1cccc(Cl)c1Cl,85.0,86.5,81.3,87.5,72.8,84.2,nt,80.0,61.6
Cc1cccc(NC(=O)Cn2cc(CN3CCN(c4ccnc5cc(Cl)ccc45)CC3)nn2)c1,96.8,89.1,90.7,92.7,91.1,82.9,78.1,76.6,84.3
Cc1ccc2nc(COc3ccc(C(=O)NNC(=S)Nc4ccccc4)cc3)[nH]c2c1,103.8,92.7,nt,98.6,85.0,54.5,75.4,93.9,106.9
CC(=O)c1ccc(Nc2ccnc(SCC(=O)c3ccc(Cl)cc3)n2)cc1,104.6,105.6,94.4,70.7,103.1,88.4,81.9,97.5,80.5
S=c1[nH]c2ccccc2c2[nH]c3ccccc3c12,105.2,89.2,124.0,105.3,103.9,99.0,107.1,104.5,85.7
C[C@H]1[C@H]2[C@H]3CC[C@@H]4[C@@]5(C)C/C(=C/c6cccnc6)C(=O)C(C)(C)[C@@H]5CC[C@@]4(C)[C@]3(C)CC[C@]23CO[C@]1(C)[C@@H](C(=O)/C=C\c1cccnc1)C3,-4.0*,1.2*,-91.8*,-13.6*,-43.7*,-22.2*,18.6,58.9,-59.1*
CCSc1ccc([C@@H]2[C@@H](O)C(=O)N2c2cc(OC)c(OC)c(OC)c2)cc1,54.8,32.5,35.9,16.1,-3.9*,32.7,41.7,39.1,-10.6*
COC(=O)/C=C1/SC(=Nc2ccccc2)N(CCc2c[nH]c3ccccc23)C1=O,116.7,101.7,105.4,88.5,104.3,102.8,94.6,104.9,89.7
O=C(/C=C(/C=C/c1ccc(C(F)(F)F)cc1)OB(F)F)/C=C/c1ccc(C(F)(F)F)cc1,102.3,105.3,100.7,101.7,110.3,108.1,95.2,85.9,102.5
Cc1ccc2[nH]c(=O)c(=O)[nH]c2c1,103.8,107.5,119.3,97.9,110.8,nt,112.4,85.2,105.9
COc1ccc(-n2nc3c(c(C#N)c2=O)CC(c2ccccc2)C([N+](=O)[O-])=C3O)cc1 (centres undefined),104.3,93.0,94.8,95.9,99.1,89.1,85.6,nt,89.9
NC(=O)c1noc(C(=O)c2ccccc2)c1N,100.1,90.4,96.2,97.3,96.9,99.6,89.4,107.1,72.0
CCOc1c(C#N)nnc2c(C#N)c(NC(=O)c3ccccc3)nn12,101.5,101.1,109.8,93.8,105.6,98.4,110.1,97.1,93.4
Fc1ccc(-n2cc(COc3ncnc4sc5c(c34)CCCC5)nn2)cc1Cl,96.6,91.9,103.5,96.7,112.0,102.3,99.7,103.4,nt
CC1=NCC(C)c2ccccc21 (centres undefined),109.3,116.8,108.2,109.8,109.2,104.5,110.8,86.0,89.9
Cc1nc(N)[nH]c(=O)c1C,98.3,9.6*,104.1,105.1,121.4,110.7,110.6,99.4,216.1
COC(=O)c1cc(NC(=O)CC(=O)c2cccc(N)c2)cc(C(=O)OC)c1,82.6,108.7,102.7,88.2,101.8,74.7,112.2,100.4,113.0
CC(C)=C[C@@H]1c2c(c3ccccc3n(C)c2=O)O[C@H]2c3c(c4ccccc4n(C)c3=O)OC(C)(C)[C@@H]12,98.7,nt,88.9,90.4,91.9,70.4,64.9,118.4,101.6
CCC(N)CCc1ccc(O)cc1 (centres undefined),nt,106.2,101.8,103.4,106.6,108.7,112.8,110.4,95.3
COc1cc(O)cc(C)c1C(=O)O[C@H]1[C@@H](O)[C@H](n2ccc(=O)n(C)c2=O)O[C@@H]1CO,90.6,103.7,110.0,102.1,114.2,87.5,100.0,99.5,109.6
COc1ccc(-n2nc(C(=O)NCCCC(=O)NO)nc2-c2ccccc2)cc1,91.8,105.7,100.6,87.5,89.8,95.4,92.1,73.1,96.0
Cn1c(-c2ccccc2)cc(=O)n1-c1ccccc1,103.7,113.7,114.8,106.8,124.3,109.1,102.7,110.0,89.1
CN1CCN(CCCNC(=O)c2sc3cc(Cl)ccc3c2Cl)CC1,97.0,103.3,77.2,101.9,106.8,103.2,98.4,104.6,89.2

# Profiles from above. Screens in order: OVCAR-5	IGROV1	RXF 393	OVCAR-8	OVCAR-3	ACHN	OVCAR-4	SK-OV-3	A498
# Profile of Fc1ccc(-n2cc(COc3ncnc4sc5c(c34)CCCC5)nn2)cc1Cl → 96.6	91.9	103.5	96.7	112.0	102.3	99.7	103.4	nt
# Profile of CN1CCN(CCCNC(=O)c2sc3cc(Cl)ccc3c2Cl)CC1 → 97.0	103.3	77.2	101.9	106.8	103.2	98.4	104.6	89.2
# Profile of S=c1[nH]c2ccccc2c2[nH]c3ccccc3c12 → 105.2	89.2	124.0	105.3	103.9	99.0	107.1	104.5	85.7
# Profile of COc1ccc(-n2nc(C(=O)NCCCC(=O)NO)nc2-c2ccccc2)cc1 → 91.8	105.7	100.6	87.5	89.8	95.4	92.1	73.1	96.0
# Profile of COc1ccc(-n2nc3c(c(C#N)c2=O)CC(c2ccccc2)C([N+](=O)[O-])=C3O)cc1 (centres undefined) → 104.3	93.0	94.8	95.9	99.1	89.1	85.6	nt	89.9

# Structures listed so far with an aryl thioether with sulfur outside any ring, in the order listed:
SMILES,OVCAR-5,IGROV1,RXF 393,OVCAR-8,OVCAR-3,ACHN,OVCAR-4,SK-OV-3,A498
CCCOc1nc(SCCC)nc2c1cnn2-c1ccccc1,89.2,nt,nt,99.2,94.8,110.7,99.6,106.5,133.7
CC(=O)c1ccc(Nc2ccnc(SCC(=O)c3ccc(Cl)cc3)n2)cc1,104.6,105.6,94.4,70.7,103.1,88.4,81.9,97.5,80.5
CCSc1ccc([C@@H]2[C@@H](O)C(=O)N2c2cc(OC)c(OC)c(OC)c2)cc1,54.8,32.5,35.9,16.1,-3.9*,32.7,41.7,39.1,-10.6*

# Remaining list, next part.
SMILES,OVCAR-5,IGROV1,RXF 393,OVCAR-8,OVCAR-3,ACHN,OVCAR-4,SK-OV-3,A498
Cc1ccc2cc(-c3nc4ccccc4s3)c(Cl)nc2c1Cl,102.5,83.9,106.4,110.3,98.2,97.9,94.0,102.7,67.6
CC1(C)CCc2cc(-c3ccn(S(=O)(=O)c4ccccc4Cl)n3)ccc2O1,92.4,113.6,93.7,89.7,93.1,98.4,nt,91.9,71.9
NNc1ccnc2c(N)cccc12,96.8,97.6,89.5,96.9,98.3,91.7,99.8,89.4,85.6
O=C(/C=C/c1cn(-c2ccccc2)nc1-c1ccc(F)cc1)n1cnc2ccccc21,104.4,98.1,103.8,102.7,99.4,107.9,93.0,104.1,94.6
CCCCCCCCCCCCCCCCN=Cc1ccc2c(c1)OCO2,90.9,108.7,105.2,100.4,107.6,92.7,112.9,100.4,104.1
CCCN1C(=O)/C(=C2\SC(N3CCOCC3)=NC2=O)c2ccccc21,93.8,103.3,96.7,100.9,108.2,104.6,98.9,110.0,107.2
Cc1nn(-c2ccccc2)c2nc(C)n(/N=C/c3c[nH]c4ccccc34)c(=O)c12,89.7,71.5,99.7,90.7,86.1,79.7,71.3,96.9,77.1
O=C(O)c1ccccc1I,97.8,113.7,nt,118.1,109.4,106.4,101.5,95.8,172.2
Cc1nc2[nH][nH]c(=O)c2nc1C,92.8,101.1,nt,102.9,106.3,96.5,114.4,120.6,100.0
COc1ccc(-c2cc3c(oc2=O)-c2ccccc2OC3OC(C)=O)cc1 (centres undefined),111.3,102.8,nt,107.0,109.2,101.6,90.7,93.4,100.4
O=c1[nH]cnc2[nH]ncc12,91.2&92.9&106.2,93.1&59.8&102.0,109.5,94.5&47.2&103.5,96.7&101.4&99.2,111.2&106.0&103.6,107.4&107.8,105.4&105.2,131.3&88.2&106.8
CSc1nc(Cl)cc(=O)n1C,102.3,98.7,105.7,108.6,121.0,103.3,116.8,104.0,114.6
COc1ccc(/C=C2\SC(=S)N(NC(=O)C(C)c3ccc(CC(C)C)cc3)C2=O)cc1 (centres undefined),108.7,102.2,104.9,99.3,110.1,104.5,104.0,115.5,103.7
CC(C)CNc1ncnc2[nH]ncc12,91.6,90.5,nt,119.5,118.2,102.7,110.1,101.4,121.6
COc1ccc(-c2ccc(SCC(=O)Nc3ccccc3)nn2)cc1,105.5,102.9,nt,75.3,104.6,94.8,94.3,108.2,97.5
COC(=O)[C@H](C)NC(=O)[C@H](Cc1ccccc1)NCc1ccco1,95.9,109.2,118.7,100.1,108.3,103.8,116.5,104.9,69.1
COc1ccc(S(=O)(=O)N2CCOCC2)cc1N,98.4,106.2,100.3,105.7,99.7,101.4,114.7,114.0,82.7
Cc1ccc(C(=O)CCCCl)cc1C,95.3,112.0,106.1,97.7,106.3,97.5,108.5,98.0,106.3
CCCCC1C(=O)N=C2C=CC=CN2C1=O (centres undefined),99.2,97.2,102.0,98.2,nt,98.3,101.6,106.4,86.2
COC(=O)C1=C/C(=N\c2nc(O)c(-c3c(O)n(Cc4ccc(Cl)cc4)c4ccc(OC)cc34)s2)C=CC1=O,108.2,94.3,89.5,91.9,103.4,83.4,97.8,88.5,103.6
Cc1ccc(C(F)(F)F)cc1N1CCN(C(=O)[C@H]2C[C@H]2c2cccc(C(F)(F)F)c2)CC1,88.6,67.0,74.2,94.2,92.4,85.0,nt,85.5,64.7

# Bioassay records deposited in PubChem BioAssay by NCI.
